High-throughput results (PubChem)
KCNK9 inh = KCNK9 potassium channel inhibitors, primary screen, HEK293 cells, thallium flux; Potassium channel subfamily K member 9 (Homo sapiens), Q9NPC2; FluxOR thallium flux fluorescence; hits give low values; B-score at 10 µM; 310,000 compounds, 1.2% hits; AID 488922, 2010;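 active = ratio B-score over 3 SD below the library mean, with starting fluorescence within 5 SD of its mean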;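 also: negative B-score means less thallium flux so channel inhibition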
KCNK3 inh = human KCNK3 channel inhibitors, primary screen, CHO cells, FluxOR thallium flux, B-score; Potassium channel subfamily K member 3 (Homo sapiens), O14649; FluxOR fluorescence; hits give low values; B-score at 10 µM; 340,000 compounds, 0.84% hits;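 active = B-score under library mean minus 4 SD, starting fluorescence ratio at most library mean plus 5 SD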;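 also: more negative B-score means stronger inhibition of thallium flux through KCNK3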
GSK3B inh = human GSK3beta kinase inhibitors, primary screen, biochemical, cell-free homogeneous, HTS; Glycogen synthase kinase-3 beta (Homo sapiens), P49841; GST-GSK3beta kinase, ADP-Glo luminescence, 60 min; hits give low values; activity score (negative = inhibition), % at 10 µM; 300,000 compounds, 0.038% hits;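 active = more than half of replicate wells score below -50%, meaning over 50% inhibition versus plate controls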;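 also: 0% = median DMSO wells and -100% = median GW8510 positive control wells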
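Assay system: GST-fused GSK3beta enzyme, cell-free / Medium: Tris pH 7.5 buffer with MgCl2, DTT, BSA, heparin / Also added: peptide substrate plus 25 µM ATP (final) / Compound: 10 µM single point / Timing: kinase reaction with compound 60 min at room temperature / Detection: ADP-Glo luminescence / Benchmarks: DMSO neutral wells and GW8510 at 20 µM as positive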
KCNQ1 act = potentiators or activators of KCNQ1 channel, primary screen, cell-based, thallium flux, high-throughput | Potassium voltage-gated channel subfamily KQT member 1 (Homo sapiens), P51787 | 310,000 compounds, 0.35% hits | B-score at 10 µM | AID 2648, 2010 | CHO-K1 KCNQ1, thallium flux FluxOR fluorescence; hits give high values;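 active = fluorescence ratio B-score, a plate-corrected score, at least three library SD, with initial intensity B-score within 5 SD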
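System: Stable KCNQ1 CHO-K1 line | Incubation: 90 min dye loading and 20 min compound exposure, both at room temperature | Measure: Ratio B score | Medium: Assay buffer for compound exposure, DMSO matched across wells | Compound dosing: Single-concentration screen | Probe or stimulus: K+/Tl+ depolarizing stimulus | Measured by: Kinetic FluxOR fluorescence, 10 s baseline plus 110 s post-stimulus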
PolyA inhibitor = polyadenylation inhibitors in yeast reporter cells, primary screen, luminescence, S. cerevisiae; S. cerevisiae SKY197-pL101 polyadenylation reporter, beta-gal luminescence; efflux-impaired pdr1/pdr3 knockout yeast; score 100 = 6 SD above DMSO; calls only at 12 µM; 300,000 compounds, 0.02% hits; AID 1875, 2009;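 active = lowest replicate activity score at least 50, where 100 means six control SD above control mean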;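 also: yeast exposed to compound for 9 h at 30 °C; higher score means more reporter readthrough which indicates perturbed polyadenylation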
GSK3 alpha inh = blockers of GSK3A enzyme activity – biochemical, luminescence, cell-free homogeneous, HTS, primary screen; Glycogen synthase kinase-3 alpha (Homo sapiens), P49840; GSK-3 alpha kinase, ADP-Glo luminescence, 60 min; inhibition, % at 10 µM; 320,000 compounds, 0.1% hits;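 in the data active = inhibition above about 50%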;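 also: GST-tagged GSK-3 alpha with peptide substrate and 25 µM ATP; 0% = DMSO neutral wells and 100% = GW8510 positive control wells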
RGS4 inh = RGS4 inhibitors, primary screen, cell-based, HEK293 M3R inducible RGS4, calcium flux; Regulator of G-protein signaling 4 (Homo sapiens), P49798; B-score at 10 µM; 310,000 compounds, 0.45% hits; Fluo-4 calcium flux; hits give high values; triggered by carbachol at its EC20;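 active = B-score, a plate-corrected calcium signal, over three deviations above library mean, with baseline fluorescence within five deviations of library mean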;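 also: RGS4 expression induced by doxycycline in cells with stable M3 receptor; B-score is computed from the integrated fluorescence ratio over baseline after carbachol; higher B-score means a larger calcium signal and so more RGS4 inhibition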
Dyrk1A ADPGlo = rat Dyrk1A kinase inhibitors, primary screen, biochemical, single point, plate reader; ADP-Glo luminescence, NFATc1 peptide; inhibition, % at 12.5 µM; 310,000 compounds, 0.43% hits; in the data active = inhibition above about 50%;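 also: plate controls were vehicle with enzyme for no effect and no enzyme for full effect; many of its hits are not listed in these tables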
KCNQ1 inh = inhibitors of human KCNQ1 channel, primary screen, cell-based, thallium flux, high-throughput; B-score at 10 µM; Potassium voltage-gated channel subfamily KQT member 1 (Homo sapiens), P51787; 310,000 compounds, 1.3% hits; CHO-K1 KCNQ1, FluxOR thallium flux fluorescence; hits give high values;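 active = compounds whose thallium flux B-score, printed positive for inhibition, exceeds three library SD while starting fluorescence stays within three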;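 also: channel opened by potassium depolarization with thallium stimulus after 20 min compound exposure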
RGS4 pot = RGS4 potentiators or activators, primary screen, cell-based, HEK293 M3R inducible RGS4, calcium flux. carbachol calcium flux Fluo4; hits give low values. B-score at 10 µM. 310,000 compounds, 0.92% hits. AID 463111, 2010;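 active = B-score of the integrated calcium signal more than 4 SD below the library mean, with starting fluorescence not abnormally high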;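 also: negative B-score means reduced calcium response which marks RGS4 activation or potentiation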
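Also added: carbachol at ECmax as muscarinic agonist stimulus; Assay system: HEK293 cells with stable M3R and inducible RGS4; Timing: overnight RGS4 induction, 30 min dye load 37 °C, 20 min compound RT; Measured by: Fluo4-AM (2 µM) calcium-flux fluorescence, kinetic read.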
hERG protect = hERG rescue from dofetilide block, primary screen, cell-based, CHO-hERG, FluxOR thallium flux, dofetilide IC70; Voltage-gated inwardly rectifying potassium channel KCNH2 (Homo sapiens), Q12809; dofetilide IC70 present; activation (rescue from dofetilide block), less the hit threshold, % at 10 µM; 310,000 compounds, 0.51% hits;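 active = activation above the mean of controls blocked by dofetilide plus 5 SD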;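 also: thallium influx through hERG after potassium depolarization seen as dye fluorescence rise; in these data hits start at about 4.7%; inactives centre near -7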
Target sequence (Q12809 whole entry, looked up): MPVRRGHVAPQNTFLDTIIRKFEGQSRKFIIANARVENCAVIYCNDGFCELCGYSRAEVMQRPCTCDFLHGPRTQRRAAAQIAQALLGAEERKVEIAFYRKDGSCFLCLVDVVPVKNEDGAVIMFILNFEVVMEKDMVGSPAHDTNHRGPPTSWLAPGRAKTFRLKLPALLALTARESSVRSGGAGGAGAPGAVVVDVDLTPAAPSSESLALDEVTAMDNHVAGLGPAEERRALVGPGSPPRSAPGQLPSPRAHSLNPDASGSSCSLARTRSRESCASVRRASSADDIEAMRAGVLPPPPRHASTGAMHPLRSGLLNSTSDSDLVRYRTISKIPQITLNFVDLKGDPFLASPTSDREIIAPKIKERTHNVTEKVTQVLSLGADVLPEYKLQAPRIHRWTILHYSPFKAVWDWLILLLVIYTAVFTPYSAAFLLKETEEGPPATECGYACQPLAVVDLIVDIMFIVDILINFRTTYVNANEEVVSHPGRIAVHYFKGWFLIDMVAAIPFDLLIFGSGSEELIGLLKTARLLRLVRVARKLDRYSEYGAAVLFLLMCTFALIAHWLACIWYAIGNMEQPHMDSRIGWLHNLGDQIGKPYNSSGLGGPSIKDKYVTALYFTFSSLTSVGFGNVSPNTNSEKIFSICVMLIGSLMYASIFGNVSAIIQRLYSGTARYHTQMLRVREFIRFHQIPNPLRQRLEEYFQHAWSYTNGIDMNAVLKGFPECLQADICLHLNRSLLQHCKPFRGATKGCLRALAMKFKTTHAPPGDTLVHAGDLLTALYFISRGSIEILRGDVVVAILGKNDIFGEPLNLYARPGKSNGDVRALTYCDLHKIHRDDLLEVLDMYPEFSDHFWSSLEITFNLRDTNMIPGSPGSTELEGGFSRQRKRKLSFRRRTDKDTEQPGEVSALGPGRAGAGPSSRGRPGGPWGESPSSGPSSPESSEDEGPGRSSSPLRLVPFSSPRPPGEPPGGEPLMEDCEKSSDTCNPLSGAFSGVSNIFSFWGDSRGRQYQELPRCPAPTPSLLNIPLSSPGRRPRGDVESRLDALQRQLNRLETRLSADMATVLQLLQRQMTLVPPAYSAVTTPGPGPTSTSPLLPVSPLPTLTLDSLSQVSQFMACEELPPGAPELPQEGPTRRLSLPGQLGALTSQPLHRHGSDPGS
* marks the source's active call; other numbers are inactive results; i = inactive; . = not tested or not shown.

SMILES	KCNK9 inh	KCNK3 inh	GSK3B inh	KCNQ1 act	PolyA inhibitor	GSK3 alpha inh	RGS4 inh	Dyrk1A ADPGlo	KCNQ1 inh	RGS4 pot	hERG protect
O=C(Oc1ccc[nH]c1=O)c1cc([N+](=O)[O-])cc([N+](=O)[O-])c1	i	i	-2	i	i	-2	i	1	i	i	-6
CCCNC(=O)c1ccc(SCC(=O)N(CC)CC)c([N+](=O)[O-])c1	i	i	-27	i	i	-2	i	7	i	i	4
CC(=O)NC1=NN(C(C)=O)C(C)(c2cccc([N+](=O)[O-])c2)S1 (stereo not given)	i	i	3	i	i	0	i	-7	i	i	-10
CC(=O)Nc1ccc(S(=O)(=O)NNC(=O)COc2cccc3ccccc23)cc1	i	i	0	i	i	-3	i	-3	i	i	-7
OCCCNC(=S)Nc1ccc(Nc2ccccc2)cc1	i	i	1	i	i	-1	i	-5	i	i	-4
CCc1c(C(=O)OC)nnc2cc(C)nn12	i	i	1	i	i	8	i	0	i	i	-12
CN1c2ccccc2C(O)=C(C(=S)Nc2ccc(Cl)cc2)S1(=O)=O	i	i	3	i	i	-4	i	-3	i	i	-3
COc1ccc(C)cc1N(CC(=O)N1CCCC1)S(=O)(=O)c1ccccc1	i	i	.	i	i	2	i	7	i	i	-6
CCN(CC)CCN(C(=O)CCS(=O)(=O)c1ccccc1)c1nc2c(C)cc(C)cc2s1	i	i	-24	i	i	1	i	2	i	i	-8
CCC(C)(C(=O)NC1CCCCC1)N(Cc1ccco1)C(=O)c1cnccn1 (stereo not given)	i	i	2	i	i	-2	i	1	i	i	-17
O=C(C1CC1(c1ccccc1)c1ccccc1)N1CCOCC1 (stereo not given)	i	i	-4	i	i	0	i	1	i	i	-6
CCn1c(=S)sc2c(=O)n(CC(=O)NCCCc3ccccc3)c(C)nc21	i	i	6	i	i	1	i	3	i	i	-1
C=CCOc1ccc(Br)cc1CNCC	i	i	-4	i	i	-1	i	-2	i	i	-9
CCCCn1c(N)c(N(CCOC)C(=O)c2sc3ccccc3c2Cl)c(=O)[nH]c1=O	i	i	.	i	i	-2	i	.	i	i	-2
COc1ccc(/C=N/Nc2nc(-c3cccnc3)nc3ccccc23)c(OC)c1	i	i	-4	i	i	1	i	5	i	i	-18
OC1CCN(Cc2ccc(OCc3ccccc3)cc2)CC1	i	i	2	i	i	-2	i	4	i	i	-10
CCOc1ccc(/C(O)=C/C(=O)C(=O)Nc2ccc(S(=O)(=O)NC(C)=O)cc2)cc1	i	i	0	i	i	-2	i	0	i	i	-5
COc1cc(NC(=O)NS(=O)(=O)c2ccc(C)cc2)cc(OC)c1	i	i	-3	i	i	0	i	2	i	i	-16
Cc1cccc(N(CC(=O)NC2CCCC2)C(=O)CCC(=O)Nc2ccccn2)c1	i	i	-4	i	i	0	i	0	i	i	-5
O=C(NCCCn1ccnc1)C1CCCN(S(=O)(=O)c2cc(Cl)ccc2Cl)C1 (stereo not given)	i	i	-3	i	i	6	i	-2	i	i	-7
CCOC(=O)c1cc(CC)sc1NC(=O)c1cccc(N2C(=O)CCC2=O)c1	i	i	2	i	i	2	i	2	i	i	-8
O=c1c2[nH]c3ccc(Br)cc3c2ncn1Cc1ccncc1	i	.	-4	i	i	-4	i	.	i	i	-7
CCOc1ccccc1N(CC(=O)NC(C)(C)C)C(=O)Cn1nnc(-c2ccc(C)o2)n1	i	i	-1	i	i	2	i	4	i	i	-14
O=C(CCl)Nc1ccc(Sc2ccc(NC(=O)CCl)cc2)cc1	i	i	5	i	i	.	i	-2	i	i	-2
CCOc1ccc(C2C(C(=O)c3cccs3)=C(O)C(=O)N2Cc2cccnc2)cc1 (stereo not given)	i	i	3	i	i	.	i	6	i	i	-16
CCN(c1ccccc1)S(=O)(=O)c1cc2c(cc1C)N(C)CCO2	i	i	-2	i	i	-2	i	9	i	i	-6
CCCCn1c(N)c(N(CCOC)C(=O)c2ccco2)c(=O)[nH]c1=O	i	i	3	i	i	-2	i	2	i	i	-7
O=C(O)C(Cc1ccccc1)N1C(=O)/C(=C/C=C/c2ccco2)SC1=S (stereo not given)	i	i	5	i	i	.	i	-1	i	i	-17
O=C(Nc1nnc(CC(=O)N2CCOCC2)s1)c1cccs1	i	i	3	i	i	-1	i	-7	i	i	-11
C[C@@H]1CN(Cc2cn(C)nc2-c2cccc(Cl)c2)C[C@H](C)O1	i	i	-2	i	i	-3	i	5	i	i	-5
CC(NC(=O)C1CCN(S(=O)(=O)N2CCC3(CC2)OCCO3)CC1)c1ccccc1 (stereo not given)	i	i	-1	i	i	0	i	32	i	i	-8
COC(=O)CN1C(=S)N(Cc2ccccc2)C(=O)C1CC(=O)Nc1ccc(OC)cc1 (stereo not given)	i	i	-1	i	i	-2	i	-8	i	i	-8
CC(C)(C)OC(=O)NCCCCCc1nnc(SCc2ccc(F)cc2)o1	i	i	5	i	.	0	i	4	i	i	-9
Nc1n[nH]c(CCCO)n1	i	i	-1	i	i	-1	i	-4	i	i	-4
CCC(C)(C(=O)NC1CCCC1)N(C(=O)c1cnccn1)c1ccccc1 (stereo not given)	i	i	0	i	i	-3	i	-1	i	i	-11
COc1ccc(C)cc1NC(=O)CCN1CCN(C/C=C/c2ccccc2)CC1	i	i	1	i	i	-4	i	.	i	i	-14
CCc1nc(SCC(=O)N2c3ccccc3CC2C)c2c(C)c(C)sc2n1 (stereo not given)	i	i	-2	i	i	-2	i	-9	6*	i	-13
CN(C)CCNC(=O)Cn1nc(C(F)F)cc1C1CC1	i	i	-1	i	i	0	i	2	i	i	-5
CC(C)C(=O)c1cn(CC(=O)NCc2ccc3c(c2)OCO3)c2ccccc12	i	i	-1	i	i	1	i	-3	i	i	-3
COC(=O)c1ccc(OC)c(OC2CCCC2)c1	i	i	1	i	i	1	i	5	i	i	-8
Cc1ccc(N(CC(=O)Nc2cccc(C)c2)S(=O)(=O)c2cccc3nonc23)cc1	i	i	-6	i	i	-2	i	-5	i	i	-4
CC(Cc1ccc(O)c(O)c1)C(C)Cc1ccc(O)c(O)c1 (stereo not given)	i	.	-3	i	i	5	i	.	i	i	-36
N#C/C(=C(/O)CSc1ccccn1)c1nc2ccccc2s1	i	i	2	i	i	-4	i	2	i	i	-8
COc1cc(C)ccc1OCCCOc1ccccc1Cl	i	i	-2	i	i	4	i	0	i	i	-7
CCCCN1C2=NC(c3ccccc3)CN2c2ccccc21 (stereo not given)	i	i	-2	i	i	1	i	-7	i	i	-10
O=C(NC1CCCCC1)C12CC3CC(C1)CC(n1cncn1)(C3)C2	i	i	0	i	i	-3	i	7	i	i	-8
COc1ccccc1S(=O)(=O)c1ccccc1[N+](=O)[O-]	i	i	1	i	i	-1	i	2	i	i	-12
COC(=O)c1ccc(Cn2cnc3ccccc3c2=O)cc1	i	i	4	i	i	-2	i	2	i	i	-16
CC(C)c1ccc(CNC(=O)C(=O)NCCCn2ccnc2)cc1	i	i	-4	i	.	0	i	.	i	i	-4
Cc1cccc(NC(=O)/C=C/c2cccs2)n1	i	i	0	i	i	-1	i	7	i	i	-11
CC1CCN(C(=O)CN2C(=O)COc3ccc(Cl)cc32)CC1	i	i	-1	i	i	-3	i	1	i	i	-6
O=c1[nH]cnc2scc(-c3ccc(Br)cc3)c12	i	i	-7	i	i	0	i	5	i	i	3
NC(N)=N/N=C/c1ccc(OCc2ccccc2)c(OCc2ccccc2)c1	i	i	-2	i	i	-2	i	4	6*	i	-18
COc1ccc(C(=O)NNc2ccccc2)cc1	i	i	0	i	i	-1	i	4	i	i	-4
COc1ccc(OC)c(S(=O)(=O)Nc2ccc3oc(C)c(C(C)=O)c3c2)c1	i	i	2	i	i	-1	i	-3	i	i	-10
COc1c(O)cc2oc(-c3ccc(O)c(O)c3)cc(=O)c2c1O	i	i	-1	i	i	9	i	51*	i	i	-13
Cc1ccc(-n2nc3c(=O)n(CC(=O)NCCc4ccco4)nc(C)c3c2C)cc1	i	i	0	i	i	1	i	.	i	i	-2
COCCNC(=O)NC(=O)COC(=O)Cc1ccc2c(c1)OCCO2	i	i	1	i	i	-2	i	-3	i	i	-4
COc1ccc(Oc2ccc(N/C=C3\CCCC3=O)cc2)cc1	i	i	1	i	i	-1	i	1	i	i	-8
COc1ccc(CNC(=O)CN(Cc2ccco2)C(=O)CNS(=O)(=O)c2ccc(F)cc2)cc1	i	i	3	i	.	-1	i	-5	i	i	-5
Cc1noc(C)c1COc1cccc(C(=O)OC(C)C#N)c1 (stereo not given)	i	i	-2	i	i	2	i	0	i	i	-2
COc1ccc(S(=O)(=O)N2CCOCC2)cc1N(C)S(=O)(=O)c1ccc(C)cc1	i	i	2	i	i	-1	i	-2	i	i	-11

This is a subset (hit frequency here may not be typical).
